Source: PubChem
PvdQ inh – P. aeruginosa PvdQ acylase inhibition | purified PvdQ acylase, fluorescence plate reader | inhibition, % at 10 µM | 0.063% of 340,000 active | AID 488965; in the data active = inhibition above about 30%, passing the limit was not always enough; inconclusive = no clear call, values can overlap the other calls;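 note: 0% = vehicle neutral wells and 100% = reference inhibitor wells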
dFosB act – activators of mouse delta FosB homodimer; P13346; purified delta FosB, TAMRA-CDK5 oligo fluorescence polarization; percent of positive-control signal above neutral wells; activation, % at 25 µM; 0.99% of 340,000 active;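 active = mean activation above about 17%, with every replicate also reaching it, limit read from the data, passing the limit was not always enough; inconclusive = only one of the two conditions met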;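 note: fluorescence polarization rise as delta FosB binds a TAMRA Cdk5 AP-1 oligo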
Target sequence (P13346 whole entry, looked up): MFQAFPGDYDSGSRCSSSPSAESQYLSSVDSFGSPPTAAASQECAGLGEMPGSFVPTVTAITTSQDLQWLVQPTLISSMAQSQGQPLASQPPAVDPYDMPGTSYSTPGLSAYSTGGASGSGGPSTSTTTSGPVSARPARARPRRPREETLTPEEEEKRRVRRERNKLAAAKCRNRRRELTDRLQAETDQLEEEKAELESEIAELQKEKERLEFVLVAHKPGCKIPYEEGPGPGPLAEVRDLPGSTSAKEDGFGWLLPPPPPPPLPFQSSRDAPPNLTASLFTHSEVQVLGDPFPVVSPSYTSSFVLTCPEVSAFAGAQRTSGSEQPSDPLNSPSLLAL
SR-BI HDL uptake – mouse SR-BI HDL lipid transfer inhibition | ldlA[mSR-BI] CHO cells, DiI-HDL uptake fluorescence, 3 h | inhibition, % at 12.5 µM | 0.96% of 320,000 active;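 active = mean replicate inhibition of at least 70% and a set share of replicates each scoring 70 or more; inconclusive = meets just one of the two criteria; inactive = fails both criteria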;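 note: 0% = median of neutral control wells and 100% = median of positive control wells; values of inactives mirror those of a sister screen read the other way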
SR-BI DiI-HDL act – activators of SR-BI mediated HDL lipid uptake. CHO ldlA[mSR-BI] cells, DiI-HDL uptake fluorescence, 3 h; 100 = double the neutral-control signal. activation, % at 12.5 µM. 0.096% of 320,000 active. AID 504775;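 active = mean replicate activation of at least 60% and every replicate at or above 60%; inconclusive = mean or all-replicate condition met, but not both; inactive = mean below 60% and not all replicates reaching 60%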;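 note: 0% = median plate neutral-control signal and 100% = twice that signal; values of inactives mirror those of a sister screen read the other way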
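Material – SR-BI-overexpressing, LDLR-lacking CHO cells · Medium – BSA-supplemented, HEPES-buffered Ham's F12, pH 7.4 · Doses – single concentration · Times – compound with DiI-HDL co-incubation, 3 h at 37 °C · Measured by – bottom-read fluorescence, 550/595 nm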
Wnt act – activators of Wnt/beta-catenin signaling | Wnt/beta-catenin reporter cell assay, activator, plate reader | activation, % at 9.35 µM | 1.2% of 300,000 active | AID 743398; in the data active = activation above about 30%, passing the limit was not always enough; inconclusive = no clear call, values can overlap the other calls;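 note: 0% = neutral control wells and 100% = positive control wells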
Rtt109 HAT inh – inhibitors of Candida albicans Rtt109/Vps75 histone acetyltransferase. inhibition, % at 34.9 µM. Q5AAJ8. 0.16% of 330,000 active. purified Rtt109/Vps75, ThioGlo CoA-SH fluorescence, 4 h;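 active = inhibition of at least 50% in every replicate; inconclusive = best replicate reaches 50% inhibition but some replicates fall short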
Target sequence (Q5AAJ8 whole entry, looked up): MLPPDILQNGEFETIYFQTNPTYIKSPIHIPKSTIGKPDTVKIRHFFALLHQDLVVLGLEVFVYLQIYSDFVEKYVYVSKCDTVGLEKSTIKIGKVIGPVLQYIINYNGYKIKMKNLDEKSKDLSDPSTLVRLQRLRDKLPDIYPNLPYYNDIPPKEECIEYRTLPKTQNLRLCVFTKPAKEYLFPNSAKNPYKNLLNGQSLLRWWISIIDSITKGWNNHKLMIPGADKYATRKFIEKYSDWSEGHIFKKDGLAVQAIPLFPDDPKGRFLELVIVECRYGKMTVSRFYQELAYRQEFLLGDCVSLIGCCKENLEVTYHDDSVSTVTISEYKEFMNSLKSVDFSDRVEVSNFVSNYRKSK
MITF TRPM1 HTS – activators of MITF-driven TRPM1 promoter activity in SK-MEL-5 cells | SK-MEL-5 TRPM1-promoter luciferase, 24 h; % of positive control, neutral wells = 0 | activation, % at 12.5 µM | 0.75% of 300,000 active;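 active = mean activation of at least 80% with every replicate also reaching 80%; inconclusive = mean reaches 80% but some replicate falls short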;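 note: 0% = neutral control wells and 100% = parthenolide positive control wells; values of inactives mirror those of a sister screen read the other way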
HTR5A ag ctr – activates human HTR5A in OPRM1-OPRD1 agonist counter-screen. HTR5A agonist assay, luminescence, cell-based. 0.61% of 340,000 active. activation, % at 9.3 µM. P47898; in the data active = activation mostly above about 9.5%, no sharp cut-off; inactive = mostly below about 7.6%;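 note: 0% = cells with vehicle only and 100% = reference agonist; strong numbers were not always called active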
Target sequence (P47898 whole entry, looked up): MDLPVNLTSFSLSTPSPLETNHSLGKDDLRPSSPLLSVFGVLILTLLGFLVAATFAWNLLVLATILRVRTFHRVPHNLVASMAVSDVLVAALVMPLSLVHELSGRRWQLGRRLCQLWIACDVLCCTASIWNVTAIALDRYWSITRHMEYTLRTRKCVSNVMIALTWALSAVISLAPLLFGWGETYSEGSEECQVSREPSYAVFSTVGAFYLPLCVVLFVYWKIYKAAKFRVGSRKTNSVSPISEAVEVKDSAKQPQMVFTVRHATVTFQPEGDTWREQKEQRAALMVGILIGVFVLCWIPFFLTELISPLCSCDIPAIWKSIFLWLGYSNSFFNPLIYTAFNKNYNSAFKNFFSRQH
CDK5 p35 inh – CDK5/p35 (human) kinase inhibition; inhibition, % at 10 µM; Q00535+Q15078; 0.01% of 330,000 active; Recombinant CDK5/p35, ADP-Glo luminescence, 60 min; AID 488839;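 active = highest replicate inhibition of at least 50% and at least 75% of replicates reaching 50%; inconclusive = only one of the two criteria met; inactive = both criteria failed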;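 note: plate controls were DMSO neutral control for no effect and GW8510 at 10 µM for full effect; many of its hits are not listed in these tables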
RTF Ca sens act – increases calcium sensitivity of human cardiac regulated thin filaments; IANBD-labeled TnC RTF fluorescence at EC20 calcium; 0% EC20 calcium, 100% full calcium; 0.24% of 340,000 active; P19429+P45379; activation, % at 7.2 µM;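 active = activation above the mean over all tested compounds plus 3 SD, cut at about 30% in these data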;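 note: rise in fluorescence read as greater calcium sensitivity of cardiac thin filaments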
Active calls of the source: *; ? = inconclusive; · = not tested or not shown.

mol	PvdQ inh	dFosB act	SR-BI HDL uptake	SR-BI DiI-HDL act	Wnt act	Rtt109 HAT inh	MITF TRPM1 HTS	HTR5A ag ctr	CDK5 p35 inh	RTF Ca sens act
O=C(O)CCC(=O)N1CCN(c2nc(-c3ccccc3)c3cc(Br)ccc3n2)CC1	1	-13	15	-15	-1	-1	4	3	0.7	-6
C[C@H](CO)N1C[C@H](C)[C@@H](CN(C)C(=O)Nc2ccccc2)Oc2ccc(NC(=O)C3CCCCC3)cc2C1=O	-18	2	-1	1	-2	20	8	1	1.0	-1
COc1ccc(-c2nn(CC(=O)Nc3ccc(Cl)c(Cl)c3)c(=O)c3ccccc23)cc1	-13	2	11	-11	·	7	2	-3	0.8	-4
COc1ccc(C(CNC(=O)c2ccc3c(c2)OCCO3)N(C)C)cc1 (configuration not stated)	-10	1	·	·	8	-1	·	-2	-1.6	-2
O=C(COC(=O)CN1C(=O)NC2(CCCC2)C1=O)Nc1ccc(C(F)(F)F)cc1[N+](=O)[O-]	-6	4	-7	7	-4	1	-5	3	-0.7	-4
O=C(NC1CCCCC1)C(=O)c1c(-c2ccccc2)[nH]c2ccccc12	-6	-3	-7	7	2	2	·	2	1.5	-2
COC(=O)c1cc(NC(=O)CSc2nc(C)cc(=O)[nH]2)cc(C(=O)OC)c1	-1	-3	0	0	0	12	1	3	1.1	4
COc1nc(N2CCOCC2)nc(-n2cccc2)n1	-19	-5	23	-23	·	-6	·	3	1.5	4
CC(=O)Nc1ccc(S(=O)(=O)N(Cc2cccnc2)Cc2cc3ccc(C)cc3[nH]c2=O)cc1	-6	-12	11	-11	2	-8	-10	-2	-1.4	-5
CCCN1C(=O)SC(CC(=O)Nc2cccc3ccccc23)C1=O (configuration not stated)	-13	-8	10	-10	·	-8	-10	-3	-0.8	3
Cc1nc(N2CCN(C(=O)c3ccco3)CC2)[nH]c(=O)c1C	-20	2	-9	9	0	-15	-4	-2	0.9	3
Cc1ccc(C(=O)OCC(=O)NCc2ccco2)cc1C	-4	-7	-8	8	-2	1	2	2	0.8	0
O=C(NCCc1cccs1)c1ccc(Cl)c(Cl)c1	-11	-6	11	-11	37*	0	94*	0	-2.3	-1
CCCn1c(N)c(N(CCOC)C(=O)c2cccc(Cl)c2)c(=O)[nH]c1=O	-17	4	-20	20	-4	-2	3	-4	0.1	4
Cc1cccc(-c2cc(C(=O)Nc3ccncc3)c3ccccc3n2)c1	-14	-13	62	-62	-2	-9	-17	12*	-0.9	-1
COc1ccc(S(=O)(=O)N2CCCC(C(=O)NCc3ccccc3)C2)cc1 (configuration not stated)	5	-4	-9	9	-4	-4	2	0	-1.1	-1
O=C(/C=C/c1ccccc1Cl)NC(=S)Nc1ccccc1C(=O)NC1CCCCC1	-14	3	0	0	·	-5	-14	1	2.1	0
CC(=O)N(CC(C)C(=O)O)c1c(I)cc(I)c(N)c1I (configuration not stated)	7	4	-12	12	0	-2	4	5	0.5	7
CCc1nnc(NC(=O)CSc2ccc(-c3nc4ccc(C)cc4[nH]3)cn2)s1	-12	?	55	-55	·	-8	-15	4	-0.6	-3
COc1ccccc1Cn1nnc2c(=O)[nH]c(C3CCN(C(=O)c4ccccc4Cl)CC3)nc21	1	-3	-9	9	0	18	-4	-9	-2.1	0
COc1ccc(OC)c(NC(=O)C2C3C=CC(C3)C2C(=O)NCc2cccnc2)c1 (configuration not stated)	1	-2	-21	21	0	6	-2	·	0.4	·
CC(C)NC(=O)COc1coc(CN2CCN(Cc3ccccc3)CC2)cc1=O	-8	8	-25	25	0	-10	-2	-5	-2.0	-1
Cc1ccc(-c2nc(NC(=O)c3nn(C)cc3[N+](=O)[O-])sc2C)cc1	-4	7	52	-52	-1	9	-85	-1	0.6	-3
COCCN1C(=O)C(=O)/C(=C(/O)c2ccc(C)cc2)C1c1ccccn1 (configuration not stated)	0	3	-14	14	-1	7	-7	-5	-6.2	4
CSCCC(NS(=O)(=O)c1cccc(C(F)(F)F)c1)C(=O)N(C)Cc1ccc2c(c1)OCCO2 (configuration not stated)	-3	-11	-9	9	2	19	-3	4	3.0	4
CC(C)N1CCN(Cc2ccc3nsnc3c2)CC1CCO (configuration not stated)	4	-3	·	·	2	-4	-1	-2	1.2	-3
c1ccc(-n2nc3c(ccc4cnnc43)[nH]2)cc1	12	-24	18	-18	10	-4	·	15	1.3	-1
CCC(C)[C@H](NC(=O)C1CC(=O)N(c2ccc3c(c2)OCCO3)C1)C(=O)N1CCCCC1 (some centres not stated)	-6	-10	2	-2	0	-3	-4	3	0.5	-3
CCOc1cc(NC(=O)c2ccco2)c(OCC)cc1NC(=O)Cc1cccc(OC)c1	9	-10	·	·	-3	·	-2	5	-0.9	-4
CN(C)c1ccc(CNC(=O)c2cc(S(=O)(=O)N3CCCC3)cn2C)cc1	-9	-3	-10	10	-1	1	·	-1	-2.7	3
CCCCCCC/C(C)=N/NC(=O)CC(=O)NCCc1ccccc1	-5	-7	-19	19	·	-2	0	-6	·	1
CCCNC(=O)N[C@@H](Cc1ccccc1)C(=O)OC	-8	2	11	-11	·	-5	-11	-1	-1.7	0
O=C(Nc1cccc(Cl)c1)N1CCOCC1	0	1	0	0	1	·	·	1	0.0	-1
COc1cc(C(=O)NCC(=O)Nc2ccc(F)c(F)c2)ccc1OCC(=O)N1CCOCC1	-6	-12	14	-14	1	-1	-3	5	-1.4	7
COc1cc2cc(C)c(Br)c(OC)c2cc1OC	2	5	49	-49	4	8	1	0	2.3	3
COc1ccc(S(=O)(=O)N2CCOC2CNC(=O)C(=O)NCc2ccccc2Cl)cc1 (configuration not stated)	-4	-4	10	-10	-1	-8	0	-3	-0.9	-1
CCN(CC)c1ccc(NC(=O)CN2C(=O)NC3(CCc4ccccc43)C2=O)cc1 (configuration not stated)	-14	-8	3	-3	3	8	1	-4	-0.7	2
COc1ccc(C(NC(=O)c2ccc(=O)[nH]c2)C(=O)Nc2ccc(C(C)C)cc2)cc1 (configuration not stated)	-4	-2	-18	18	0	-3	6	5	2.9	-2
CC1CN(C(=O)CCC(=O)NCc2ccc(Cl)cc2)c2ccccc2S1 (configuration not stated)	7	-3	13	-13	0	0	-10	1	-0.4	-1
CC(=O)N1CCc2cc(C(=O)CN3CCCCC3)ccc21	-15	2	-5	5	-2	-10	·	-1	0.0	1
COC(=O)c1sccc1NC(=S)N1CCN(c2ccccc2F)CC1	-1	1	-14	14	·	-7	-6	3	0.2	4
CC(=O)NC1(c2cccc(F)c2)CCN(CC(=O)NC2CCCCC2)CC1	-12	-2	29	-29	-2	-1	11	2	0.4	0
COc1cccc(CNS(=O)(=O)c2ccc3c(c2)NC(=O)CS3)c1	-13	-5	-12	12	3	0	-9	-1	-0.4	2
O=C(C[C@@H]1C/C=C\CCCC(=O)OC[C@@H]2CCCN2C1=O)N[C@H](CO)Cc1ccccc1	-13	-6	-21	21	1	-18	7	3	-0.2	4
CCOC(=O)C1=NNC2(c3ccccc3)C(=O)N(c3cccc(Br)c3)C(=O)C12 (configuration not stated)	-15	-4	6	-6	0	10	-3	3	-2.4	-3
Cc1cccn2cc(-c3ccc(F)cc3)cc12	-5	-2	52	-52	·	-5	20	-3	0.5	-2
Cc1ccccc1Oc1ccc2c(c1)[C@@H]1C[C@H](N(C)C(=O)Nc3cc(Cl)cc(Cl)c3)[C@H]([C@H](C)O)C(=O)N1CC2	6	-12	5	-5	-2	-11	5	·	-0.1	7
C=CCNC(=O)c1ccccc1NC(=O)c1ccccc1C	-11	2	14	-14	·	-1	-7	-4	-0.4	-2
O=C(CCNC(=O)c1ccccc1Cl)Nc1ccc(S(=O)(=O)Nc2nccs2)cc1	6	1	-11	11	-1	1	-2	3	3.1	0
CC(C)CCN1C(=O)c2ccc(C(=O)OCC(=O)N(C)C3CCS(=O)(=O)C3)cc2C1=O (configuration not stated)	-13	-10	0	0	-4	0	-2	-3	-3.1	2
Cc1ccc(C(O)Cn2nc(C)cc2C)cc1 (configuration not stated)	-10	-5	-14	14	23	-2	1	-2	-1.2	9
Cc1ccc(N2CCN(C(=O)N3CCOCC3)CC2)c(C)c1	-18	-7	-9	9	1	1	5	1	-0.3	11
NC(=O)c1c(NC(=O)C2CC=CCC2C(=O)O)sc2c1CCCCC2 (configuration not stated)	-3	-6	-1	1	-1	-1	-7	0	3.5	-3
CCOC(=O)N1CCN(C(=O)c2cc3c(=O)n4cccc(C)c4nc3s2)CC1	-15	-12	-20	20	-1	-48	-29	2	0.1	-4
COc1ccccc1-c1nc(C(N)=O)c2[nH]c(=O)n(-c3cccc(C)c3)c2n1	-1	-4	-6	6	1	-8	0	2	-0.3	6
COc1ccc(S(=O)(=O)Nc2cc3c4c(c2)C(C)C(=O)N4CCC3)cc1OC (configuration not stated)	7	-6	25	-25	·	14	7	-1	-2.2	-1
COc1ccccc1OCc1ccc(C(=O)Nc2ccncc2)o1	-13	-6	21	-21	·	6	-16	9	-2.7	-1
CCOC(=O)c1cc2ccc3ccccc3c2s1	17	-15	35	-35	·	-4	53	-2	0.0	-13
COc1ccc(S(=O)(=O)N2CCCCC2)cc1NC(=O)CCC(=O)N1CCC(c2ccccc2)=N1	-8	-10	-10	10	0	-1	-2	-1	1.1	-4
CN(CC(=O)Nc1ccccc1C(F)(F)F)C(=O)COc1ncnc2sccc12	-10	-1	0	0	·	1	2	0	0.2	1

(more compounds)
mol	PvdQ inh	dFosB act	SR-BI HDL uptake	SR-BI DiI-HDL act	Wnt act	Rtt109 HAT inh	MITF TRPM1 HTS	HTR5A ag ctr	CDK5 p35 inh	RTF Ca sens act
COCCCNC(=S)NNC(=O)Cn1nc(C)c(Br)c1C	0	5	-26	26	-3	-3	1	0	-1.0	0
Cc1cccc(OCCCCCn2ccnc2)c1	-6	-10	4	-4	·	1	·	-1	5.9	3
Cc1ccc(C(=O)C2=C(O)C(=O)N(Cc3cccnc3)C2c2ccc(Br)cc2)o1 (configuration not stated)	-12	-6	4	-4	4	9	0	-2	-1.2	2
O=C(COC(=O)c1ccc(-c2ccc([N+](=O)[O-])cc2)o1)NC(=O)NC12CC3CC(CC(C3)C1)C2	-4	-6	13	-13	-2	2	-2	4	-1.5	3
COc1ccc(N(C(=O)CCl)C(C(=O)NCCc2ccccc2)c2cccs2)cc1Cl (configuration not stated)	0	-14	-12	12	1	-3	-85	54*	-0.5	2
O=C(Cc1sc(-c2ccccc2)nc1-c1ccccc1)Nc1ccc(Cl)cc1	5	-2	-4	4	·	0	10	1	0.5	0
